TTR transcr act – TTR transcription activators in neuroblastoma reporter cells, primary screen, cell-based, luminescence, SH-SY5Y, TTR promoter Gaussia luciferase; 100% = recombinant luciferase protein wells; AID 1117267, 2014; activation, % at 16.7 µM; actives 1.3% (n = 92,000);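 active = activation above the mean of all tested compounds plus 3 SD, cut at about 9.5% in these data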;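 note: cells exposed to compounds for one day before reading; 0% = median of all test compound wells on the plate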
Active calls of the source: *.

Screening COc1ccc(NC(=O)C2CCCN(c3c4c(nc5ncnn35)CCC4)C2)cc1 (stereo not drawn) returned TTR transcr act 1.3.
CC(=O)NCCC(=O)Nc1cc(S(=O)(=O)N2CCCCC2)ccc1Oc1ccccc1 was read as TTR transcr act -0.4.
CCCc1cc(=O)[nH]c(SCC(=O)Nc2ccc(OCc3ccccc3)cc2)n1 was read as TTR transcr act 1.1.
Screening O=C(c1ccc(Br)s1)N1CCCC1 returned TTR transcr act -0.6.
`O=C(C[n+]1ccccc1)N/N=C/c1ccc(O)cc1` gave TTR transcr act -1.5.
`O=C(Cc1cccnc1)N[C@@H]1CC[C@H](CCn2cc(Cc3ccccc3)nn2)O[C@@H]1CO` gave TTR transcr act 0.7.
For Cc1cc2c(N3CCCCC3C)ncnc2s1 (stereo not drawn) the results were TTR transcr act -4.2.
Screening Cc1nonc1NC(=O)CSc1nc(C2CCCCC2)nc2ccccc12 returned TTR transcr act -0.4.
For OCC1CCCCN1C(=S)Nc1ccc(Cl)cc1Cl (stereo not drawn) the results were TTR transcr act 0.5.
`CC1(C)CC(=O)C=C(Nc2ccc(C(=O)O)cc2)C1` gave TTR transcr act 2.6.
Screening Cc1c(=O)n(OCc2ccccn2)c2ccccc2[n+]1[O-] returned TTR transcr act -1.7.
`CCC(NC(=O)c1ccccc1NC(=O)c1ccco1)C(=O)NC1CCCCC1` (stereo not drawn) gave TTR transcr act -1.0.
Screening CCOC(=O)/C(=C\c1ccc(OC)c(OC)c1)C(=O)c1cccnc1 returned TTR transcr act -0.5.
Screening Cc1nnc(N2C(=O)c3cccc4cccc(c34)C2=O)s1 returned TTR transcr act 0.6.
For CCc1ccc(OCC(=O)N(C)CCC#N)c(Br)c1 the results were TTR transcr act 1.9.
For C=C1CCN([C@H](C(=O)OCc2cccc(C)c2)C(C)C)S(=O)(=O)c2ccccc21 the results were TTR transcr act -3.5.
`CC(=O)CSc1nnc(C(F)(F)F)n1C` gave TTR transcr act 1.5.
For CSc1ccc(S(=O)(=O)NCC(=O)OCC(=O)N2CCC(C)CC2)cc1[N+](=O)[O-] the results were TTR transcr act 4.6.
CC(=O)C1C(=O)CC(C)(O)C(C(C)=O)C1c1ccc(N(C)C)cc1 (stereo not drawn) was read as TTR transcr act 0.0.
Screening COc1ccc(N=N/C(C(C)=O)=C(/C)O)cc1 returned TTR transcr act -0.4.
For O=C(NC1CCCCC1)C(c1ccco1)N(Cc1cccs1)C(=O)Cn1nnc2ccccc21 (stereo not drawn) the results were TTR transcr act -2.5.
Screening CCOC(CNC(=O)C(=O)Nc1cc2c3c(c1)CCC(=O)N3CCC2)OCC returned TTR transcr act 1.9.
NC(=O)CC(NC(=O)Cc1ccc(Cl)cc1)c1ccc(NC2CCCCC2)c([N+](=O)[O-])c1 (stereo not drawn) was read as TTR transcr act 1.4.
For CN(c1ccc(C(=O)NCCSCc2ccccc2)cc1)S(=O)(=O)c1ccccc1 the results were TTR transcr act -1.5.
Screening COc1ccc(S(=O)(=O)N2CCCC(C(=O)Nc3ccc(NC(=O)c4ccccn4)cc3)C2)cc1 (stereo not drawn) returned TTR transcr act -2.4.
Screening CC(=O)C[C@H](O)CC(=O)[C@H]1OC(=O)CCCCCCCCc2ccccc21 returned TTR transcr act -1.4.
Screening O=C(CSc1nnnn1C1CCCC1)NCc1ccccc1 returned TTR transcr act 0.1.
Screening O=Cc1cn(-c2ccccc2)nc1-c1cc2ccccc2oc1=O returned TTR transcr act 5.8.
For CCCC[C@@H](CNC)NC[C@H](NCCCCC1CCCCC1)C(C)C the results were TTR transcr act -4.2.
Screening COc1ccc(C(=O)Nc2ccnn2C2CCN(C(=O)C3CCOC3)CC2)cc1 (stereo not drawn) returned TTR transcr act -1.0.
Screening C#CCOCCOCCOCCNc1nc(N2CCN(C(=O)[C@H]([C@@H](C)CC)n3cc(CCCCN)nn3)CC2)nc(N2CCN(C(=O)[C@H](C)n3cc(CCC(=O)O)nn3)CC2)n1 returned TTR transcr act -0.7.
For COc1ccccc1CCCNC(=O)C1CCC(=O)N(CCc2cccc(F)c2)C1 (stereo not drawn) the results were TTR transcr act -0.5.
For COc1ccccc1N1CCN(c2nc(C)cc(C)c2C#N)CC1 the results were TTR transcr act -2.0.
For CC1CN(c2ncc(/C=N/NC(=O)c3ccccc3O)s2)CC(C)O1 (stereo not drawn) the results were TTR transcr act -1.2.
`CCOc1ccc(NC(=O)CN(c2ccc(OC)cc2)S(C)(=O)=O)cc1` gave TTR transcr act -0.3.
`O=C(c1c(Cl)cccc1Cl)N1CCN(c2cccc3[nH]ccc23)CC1` gave TTR transcr act -4.2.
`NC(=O)C1CCN(CC(=O)Nc2ccc3c(c2)OCO3)CC1` gave TTR transcr act 0.5.
`Cc1ccc(N=Nc2c(=O)[nH]n3c(C)cc(C)nc23)cc1` gave TTR transcr act -3.0.
`COc1cccc(/C=N/NC(=O)C(=O)Nc2ccccc2OC(F)(F)C(F)F)c1O` gave TTR transcr act 1.3.
COc1cc(NC(=S)N2CCC(C(N)=O)CC2)c(OC)cc1Cl was read as TTR transcr act -1.8.
CCCCCCCCCCn1ccc(=N)cc1 was read as TTR transcr act -5.9.
Screening O=C(N1CCCCC1)N1CCN(S(=O)(=O)c2ccc(Cl)cc2)CC1 returned TTR transcr act 2.3.
Screening Cc1ccc(S(=O)(=O)N2C[C@H]3N(C(=O)OC(C)C)N(C(=O)OC(C)C)C[C@H](OC(=O)NC4CC4)[C@@]3(O)C2)cc1 returned TTR transcr act 0.8.
For O=C1C(=O)N(CCCn2ccnc2)C(c2ccc(Br)cc2)/C1=C(\O)c1ccc2c(c1)OCCO2 (stereo not drawn) the results were TTR transcr act 8.7.
Screening NNC(=O)c1snnc1-c1ccccc1 returned TTR transcr act -1.2.
Screening CCn1c(CNC(=O)c2ccccc2F)nnc1SCC(=O)NC1CCCCC1 returned TTR transcr act -1.8.
`O=C(OCC#CCSc1nnc(-c2ccco2)o1)c1ccc(F)cc1` gave TTR transcr act -0.2.
Screening CCCCNC(=O)C(=O)NCc1ccncc1 returned TTR transcr act 0.9.
For CCCCC[C@@H]1C=C(C(=O)O)[C@H](c2ccc(Cl)c(Cl)c2)N1S(=O)(=O)c1ccc(C)cc1 the results were TTR transcr act -1.1.
`COc1ccc(CNC(=O)N2CCN(c3cccc(Cl)c3)CC2)cc1OC` gave TTR transcr act 1.4.
For COc1cc(/C=N/NC(=O)COc2ccc(-n3cnnn3)cc2)ccc1OCC(N)=O the results were TTR transcr act -0.6.
COc1ccc(C(=O)COC(=O)c2cccnc2SC)cc1 was read as TTR transcr act 0.4.
For CC1CCCCC1NC(=O)COC(=O)c1c2c(nc3ccccc13)/C(=C\c1ccco1)CC2 (stereo not drawn) the results were TTR transcr act -1.0.
For Cc1oc(-c2ccc(Cl)cc2)cc1C(=O)NC1CCN(Cc2ccccc2)CC1 the results were TTR transcr act -2.0.
`Cc1ccc(C(=O)O/N=C/c2ccc(N(C)C)cc2)cc1` gave TTR transcr act -0.2.
Screening CC(C)N(Cc1ccccc1)S(=O)(=O)c1cccs1 returned TTR transcr act -1.9.
`FCCCOc1ccc(-c2ccnc(-c3ccccc3)n2)cc1` gave TTR transcr act 5.6.
COc1c(C(=O)NNC(=O)c2ccccc2Cl)csc1Br was read as TTR transcr act -1.2.
COc1cccc(/C=N/N2CCN(c3ccccc3OC)CC2)c1 was read as TTR transcr act -5.6.
For CN1C(=O)[C@H]2[C@@H](/C=C/c3ccccc3)N3C(=O)CN(Cc4ccccn4)C(=O)[C@@]3(Cc3ccccc3)[C@H]2C1=O the results were TTR transcr act -0.9.
CCOC(=O)[C@@H]1[C@H]2COc3cc(OC)ccc3[C@H]2N2C(=O)N(c3ccc(Br)cc3)C(=O)[C@]12C was read as TTR transcr act -0.1.
`CC(C)c1ccccc1NC(=O)C1CCCN(C(=O)c2ccc(Cl)cc2)C1` (stereo not drawn) gave TTR transcr act 0.0.
Cc1nc2ccc(Br)cc2c2c1CC(CBr)O2 (stereo not drawn) was read as TTR transcr act 0.5.
CCOC(=O)c1ccc(NC(=O)c2c(N)n(C)c(=O)[nH]c2=O)cc1 was read as TTR transcr act -0.8.
O=C(NCC(c1ccccc1)c1ccccc1)[C@H](Cc1ccccc1)NC1(C(=O)NC2CCCCC2)CCOCC1 was read as TTR transcr act -1.0.
For CCN(CC)CCNC(=O)c1c(O)c2cc(OC)c(OC)cc2[nH]c1=O the results were TTR transcr act -2.0.
`Cc1cc(OC(=O)c2ccc(Cl)cc2Cl)nc(C)n1` gave TTR transcr act -1.6.
`CCOC(=O)C(CC)(CC)/C(C)=N/NC(=O)CC#N` gave TTR transcr act 2.9.
`O=C(OCC#CCSc1nnc(-c2cccc3ncccc23)o1)c1ccc(F)cc1` gave TTR transcr act -1.7.
Screening Cc1ccc(OC2=NS(=O)(=O)c3ccccc32)cc1 returned TTR transcr act 3.2.
FC(F)(F)c1nnc2ccc(N3CCCC3)nn12 was read as TTR transcr act -3.7.
CCOC(=O)CSc1ccc2nnc(-c3ccncc3)n2n1 was read as TTR transcr act -0.6.
Screening CCOc1ccc(C(C)=O)cc1COC(=O)CNC(=O)C12CC3CC(CC(C3)C1)C2 returned TTR transcr act 1.5.
For O=C(CSc1ncn[nH]1)NN(c1ccccc1)c1ccccc1 the results were TTR transcr act 3.0.
C[C@H]1[C@H](NC(=O)c2ccc(C(C)(C)C)cc2)CC[C@@]23CCCN2C(=O)CCC[C@@H]13 was read as TTR transcr act 1.1.
Screening CCc1ccc(C(O)c2ncc(-c3ccccc3C)[nH]2)cc1 (stereo not drawn) returned TTR transcr act 0.8.
Cc1ccc(F)cc1NC(=O)c1cccc2nccnc12 was read as TTR transcr act -2.0.
O=C(NCc1ccco1)C1CCCN(c2ncnc3c2nc2n3CCCCC2)C1 (stereo not drawn) was read as TTR transcr act -2.1.
CCc1ccccc1NC(=O)CC(=O)Nc1ccccc1CC was read as TTR transcr act -0.2.
`Clc1ccc(-c2noc(/C=C/c3ccccc3)n2)cc1` gave TTR transcr act 3.0.

Fetched by structure from the list above (2):
Screening Cc1ccc(OC2=NS(=O)(=O)c3ccccc32)cc1 returned TTR transcr act 3.2.
CCOC(=O)CSc1ccc2nnc(-c3ccncc3)n2n1 was read as TTR transcr act -0.6.

2 neighbouring compounds from above:
CCc1ccccc1NC(=O)CC(=O)Nc1ccccc1CC was read as TTR transcr act -0.2.
`Clc1ccc(-c2noc(/C=C/c3ccccc3)n2)cc1` gave TTR transcr act 3.0.

Back to the main list; the 3 compounds before the break are reprinted first.
O=C(NCc1ccco1)C1CCCN(c2ncnc3c2nc2n3CCCCC2)C1 (stereo not drawn) was read as TTR transcr act -2.1.
CCc1ccccc1NC(=O)CC(=O)Nc1ccccc1CC was read as TTR transcr act -0.2.
`Clc1ccc(-c2noc(/C=C/c3ccccc3)n2)cc1` gave TTR transcr act 3.0.
Screening Cn1nc(C(=O)NCc2ccco2)c2ccccc2c1=O returned TTR transcr act -0.2.
For CCC1CCCCN1C(=O)CCCc1ccccc1 (stereo not drawn) the results were TTR transcr act -1.0.
`Cc1ccc2c(c1)c(CC(=O)Nc1ccc(C)c(F)c1)c(C(=O)O)n2C` gave TTR transcr act 3.2.
Cc1cc(C)nc(NC(=O)c2cnc3sccn3c2=O)n1 was read as TTR transcr act -0.1.
For CCOC(=O)CN1C(=O)C(O)(CC(=O)c2ccc3c(c2)CCCC3)c2ccccc21 (stereo not drawn) the results were TTR transcr act -1.3.
Screening Cc1ccc(S(=O)(=O)N2CCOCC2)cc1C(=O)OCC(=O)NCCc1ccc(F)cc1 returned TTR transcr act -2.3.
C=CCSC(=S)Nc1c(C)n(C)n(-c2ccccc2)c1=O was read as TTR transcr act 0.6.
CCC(C)Cn1cnc2c(Sc3c([N+](=O)[O-])ncn3C)nc(N)nc21 (stereo not drawn) was read as TTR transcr act -1.2.
For CC(C)[C@@H](C(=O)N1CCCC1)N1C(=O)N2CCc3c([nH]c4ccccc34)[C@@]2(C)C1=O the results were TTR transcr act -2.3.
CCOC(=O)c1c(C)[nH]c(C=C2C(=O)CCCC2=O)c1O was read as TTR transcr act 3.3.
CC1(C)CC(=O)c2sc(NC(=O)C3CC3)nc2C1 was read as TTR transcr act 0.8.
For COC(=O)[C@@]1(C)[C@H]2C(=O)N(C)C(=O)[C@H]2[C@H]2CN=C(SCC(=O)c3ccccc3)N21 the results were TTR transcr act 1.4.
For CC(=O)c1cccc(NC(=O)C2=CC(c3cccs3)=NS(=O)(=O)N2C)c1 the results were TTR transcr act -2.1.
`CC(C)Oc1ccc(C2CC(=O)N(c3cccc(Br)c3)C2=O)cc1` (stereo not drawn) gave TTR transcr act -1.4.
Screening C#CCOCCOCCOCCNc1nc(N2CCN(C(=O)Cn3cc(CCCCN)nn3)CC2)nc(N2CCN(C(=O)[C@H](C)n3cc(CCC(=O)O)nn3)CC2)n1 returned TTR transcr act 1.5.
`O=C(N/N=C\c1cccc(F)c1)c1ccc(Cn2cc(Br)c([N+](=O)[O-])n2)o1` gave TTR transcr act 1.3.
CC(Sc1ncnc2sccc12)C(=O)Nc1ccc(S(=O)(=O)N2CCOCC2)cc1 (stereo not drawn) was read as TTR transcr act -0.8.

4 entries already listed, ordered by heavy-atom count, largest number first:
For CC(C)[C@@H](C(=O)N1CCCC1)N1C(=O)N2CCc3c([nH]c4ccccc34)[C@@]2(C)C1=O the results were TTR transcr act -2.3.
For COC(=O)[C@@]1(C)[C@H]2C(=O)N(C)C(=O)[C@H]2[C@H]2CN=C(SCC(=O)c3ccccc3)N21 the results were TTR transcr act 1.4.
For CC(=O)c1cccc(NC(=O)C2=CC(c3cccs3)=NS(=O)(=O)N2C)c1 the results were TTR transcr act -2.1.
`CC(C)Oc1ccc(C2CC(=O)N(c3cccc(Br)c3)C2=O)cc1` (stereo not drawn) gave TTR transcr act -1.4.

Only part of the results is shown; rates above refer to the full screens.
